High-throughput results from PubChem BioAssay.
TEAD-YAP block – TEAD-YAP interaction inhibition; HEK-TIYL cells, TEAD-Gal4/YAP UAS-luciferase luminescence; inhibition, % at 9.12 µM; 640,000 tested, 1.4% active; AID 1259422; in the data active = inhibition above about 32%;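 note: 0% = median of test compound wells and 100% = reference inhibitor wells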
FBW7 act – human FBW7 E3 ligase activation, primary screen | Q969H0 | AlphaScreen FBW7–phospho-cyclin E peptide binding, activator screen | normalized activity (activation), % at 26.1 µM | 650,000 tested, 0.13% active | AID 1259310; in the data active = normalized activity above about 1.9%;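 note: purified mutant Fbw7 with reduced substrate affinity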
MITF primary – human MITF inhibition, primary screen; O75030; AlphaScreen MITF homodimerization, bead proximity signal; inhibition, % at 2.6 µM; 650,000 tested, 0.91% active; AID 1259374; in the data active = inhibition above about 50%;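 note: 0% = vehicle wells with protein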
Target sequence (O75030 whole entry, looked up): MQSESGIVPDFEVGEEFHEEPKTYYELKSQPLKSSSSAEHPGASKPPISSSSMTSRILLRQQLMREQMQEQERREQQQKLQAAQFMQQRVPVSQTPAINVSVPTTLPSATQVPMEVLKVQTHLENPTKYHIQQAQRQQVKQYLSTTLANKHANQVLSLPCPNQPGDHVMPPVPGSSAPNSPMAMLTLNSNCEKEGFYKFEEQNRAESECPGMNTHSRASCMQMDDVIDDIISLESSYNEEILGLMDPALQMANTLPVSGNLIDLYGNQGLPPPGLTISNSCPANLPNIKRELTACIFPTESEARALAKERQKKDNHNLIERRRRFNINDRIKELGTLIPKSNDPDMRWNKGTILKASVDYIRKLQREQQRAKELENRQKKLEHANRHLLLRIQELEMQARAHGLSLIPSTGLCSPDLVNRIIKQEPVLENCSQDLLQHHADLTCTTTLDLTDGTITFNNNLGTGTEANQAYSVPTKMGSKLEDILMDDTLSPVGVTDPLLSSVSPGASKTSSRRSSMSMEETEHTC
GPR151 activ – human GPR151 activation; Q8TDV0; 650,000 tested, 1% active; AID 1508602; activation, % at 11.2 µM; PathHunter beta-arrestin GPR151 cells, luminescence; in the data active = activation above about 4.9%;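 note: 0% = median of compound wells and 100% = cells with positive control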
Target sequence (Q8TDV0 whole entry, looked up): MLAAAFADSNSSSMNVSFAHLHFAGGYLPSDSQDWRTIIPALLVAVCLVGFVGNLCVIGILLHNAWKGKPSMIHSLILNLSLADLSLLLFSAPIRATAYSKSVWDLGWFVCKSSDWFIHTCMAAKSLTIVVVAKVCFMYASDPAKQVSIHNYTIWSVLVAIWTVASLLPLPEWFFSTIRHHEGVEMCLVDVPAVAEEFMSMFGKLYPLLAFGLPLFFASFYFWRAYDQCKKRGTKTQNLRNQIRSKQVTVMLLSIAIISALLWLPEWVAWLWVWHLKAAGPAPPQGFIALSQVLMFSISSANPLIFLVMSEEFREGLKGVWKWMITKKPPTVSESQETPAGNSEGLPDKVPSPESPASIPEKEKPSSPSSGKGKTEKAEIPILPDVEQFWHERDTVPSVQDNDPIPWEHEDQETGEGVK
* = called active by the depositor.

A first look (two entries):
Structure,TEAD-YAP block,FBW7 act,MITF primary,GPR151 activ
CCNS(=O)(=O)c1ccc(NC(=O)CC(C)(C)C)cc1,-12,0.1,13,0.2
COc1ccc(OC)c(C=Nc2ccc(I)cc2)c1,5,0.0,-3,1.6

All compounds of this part, from the first entry:
Structure,TEAD-YAP block,FBW7 act,MITF primary,GPR151 activ
CCNS(=O)(=O)c1ccc(NC(=O)CC(C)(C)C)cc1,-12,0.1,13,0.2
COc1ccc(OC)c(C=Nc2ccc(I)cc2)c1,5,0.0,-3,1.6
O=C(CC1(O)C(=O)N(Cc2ccccc2Cl)c2ccccc21)c1ccccc1O (configuration not stated),7,0.8,22,0.1
CN1C(C(=O)N2CCCc3ccccc32)CC(c2ccco2)NS1(=O)=O (configuration not stated),2,0.0,2,-0.9
CC(C)(C)CC(=O)N1CCN(c2ncccn2)CC1,7,-0.1,-1,3.6
COC(=O)c1c(NC(=O)c2ccc([N+](=O)[O-])cc2)sc(C(=O)N2CCOCC2)c1C,-1,0.1,13,5.5*
CN(C)c1ccc(CNc2ccc3cn[nH]c3c2)cc1,-1,-0.1,0,0.0
Cc1cc(C)c(C)c(S(=O)(=O)N2CCN(CC(O)COCc3ccco3)CC2)c1C (configuration not stated),-3,-0.1,51*,-0.6
CNC(=O)[C@@H]1C[C@H](NCc2ccc(SC)cc2)CN1C/C=C/c1ccccc1,-10,0.9,8,1.1
COc1c(/C=N/NC(=O)c2nnn(-c3nonc3N)c2C)ccc([N+](=O)[O-])c1O,10,-0.1,4,2.1
CCCNC(=O)c1cc2nc(-c3ccco3)cc(C(F)(F)F)n2n1,10,0.4,10,-0.7
COc1ccc(CCNC(=O)c2ccc3nc(Nc4cccnc4)sc3c2)cc1,5,-0.1,1,-0.2
O=C(COc1ccc(Br)cc1)N1CCN(c2ccccn2)CC1,5,0.0,9,0.3
O=C(NCCN1CCOCC1)c1cc(S(=O)(=O)NCCc2ccccc2)ccc1F,1,0.1,-1,-0.1
O=C(NCCc1cnn(-c2ccccc2)c1)C1CC(Cc2ccccc2Cl)=NO1 (configuration not stated),-72,1.1,13,1.1
O=C1NC(=O)C(CCC(=O)N2CCC(c3nc4sc5c(c4c(=O)[nH]3)CCCC5)CC2)N1 (configuration not stated),5,0.4,-12,-0.2
O=C(NCCOC(=O)c1ccc(S(=O)(=O)N2CCOCC2)cc1)c1cccnc1,-9,0.0,1,1.4
Cc1sc(NC(=O)c2ccncc2)nc1-c1ccccc1,2,0.2,25,0.8
Cc1[nH]n(-c2ccccc2)c(=O)c1/C=N/N1C(=O)c2cccc3cccc(c23)C1=O,-9,-0.6,-10,0.5
Cc1ccc(CN2CCc3nnc(CCNC(=O)C4CCCN(C)C4)n3CC2)s1 (configuration not stated),2,0.0,-3,0.0

Remaining list, next part:
Structure,TEAD-YAP block,FBW7 act,MITF primary,GPR151 activ
CCOc1ccc(N2CC(C(=O)OCC(=O)Nc3ccc(F)cc3)CC2=O)cc1 (configuration not stated),5,1.4,12,0.0
CCC(C)NC(=O)c1ccc2nc(-c3cccs3)c(-c3cccs3)nc2c1 (configuration not stated),3,0.3,3,0.4
Cc1nc2sc(C(c3ccc(F)cc3)N3CCN(Cc4ccccc4)CC3)c(O)n2n1 (configuration not stated),5,-0.4,-10,2.7
CCC(Sc1nc2ccc(Br)cc2c2nc3ccccc3n12)C(=O)NCc1ccco1 (configuration not stated),-7,0.1,19,0.5
CCc1ccc(/C=C2/Sc3ccccc3N(CC(=O)NCCOC)C2=O)cc1,2,0.0,5,2.2
COC(=O)C1=NN(C(=O)c2ccc(Cl)cc2)C(O)(c2ccccc2)C1 (configuration not stated),3,-0.1,-6,-0.8
Cc1c(Cl)cccc1NC(=O)COc1ccc(N2CC(C(N)=O)CC2=O)cc1 (configuration not stated),-5,0.1,11,-0.7
COc1cccc(CNC(=O)Cn2ncc3c2-c2cc(C)ccc2OC3)c1,26,0.4,5,0.5
CCOC(=O)C1CCN(c2c(N(CC)CC)c(=O)c2=O)CC1,-2,-0.1,1,3.0
O=C(CC1CCCCC1)Nc1c2c(nn1-c1cccc(Cl)c1)CS(=O)C2 (configuration not stated),12,-0.1,3,-0.5
O=C(c1ccc2nc(-c3ccccc3)c(-c3ccccc3)nc2c1)N1CCc2ccccc21,6,-0.2,8,1.0
COC(=O)c1ccc(COC(=O)c2ccccc2OC)cc1,-14,0.0,11,-5.1
CCN1CCCC1CNC(=O)CN(C)c1nnc(N2CCCC2=O)s1 (configuration not stated),3,0.7,9,-1.3
O=C(O)c1ccc2c(c1)C(=O)N(Nc1ccc([N+](=O)[O-])cc1)C2=O,-4,-0.1,-2,-0.5
COc1ccccc1CN1CCN(Cc2cccnc2)CC1,-3,-0.1,84*,0.7
COc1ccccc1C(=O)NCCn1cc(SCC(=O)N2CCc3ccccc32)c2ccccc21,-19,0.1,0,0.1
CCc1nc2sc3c(c2c2nncn12)CCC3,19,0.0,-8,-1.1
Cc1cnc(Nc2ccncn2)nc1NC1CC1,3,-0.1,-6,5.7*
COC(=O)c1ccc(NC(=S)NC(=O)c2cccc(OC)c2)cc1,2,0.2,8,0.8
CCOc1ccc(N=Cc2c(O)cc(C)oc2=O)cc1,-3,-0.1,-6,2.8

Other structures:
Structure,TEAD-YAP block,FBW7 act,MITF primary,GPR151 activ
COc1cc(C(=O)NCC(=O)n2nc(C)cc2C)cc(OC)c1OC,1,0.0,10,0.9
Cc1nn(CC(=O)NCCCN2CCCC(C)C2)c(=O)c2cc3occc3n12 (configuration not stated),-6,-0.2,-1,-0.6
CCC(C)C1C(C#N)=C(N)Oc2n[nH]c(-c3ccccc3)c21 (configuration not stated),11,0.0,2,1.1
CCc1ccc(-n2c(=S)sc3c(=O)[nH]c(SCc4cc(=O)n5cc(Cl)ccc5n4)nc32)cc1,1,0.1,-16,0.4
COc1cc(OC)cc(C(=O)NNC(=O)Nc2ccc(Cl)c(Cl)c2)c1,6,0.1,11,-1.8
CCCNC(=O)C(=O)NCCc1ccc(F)cc1,-2,0.1,2,3.5
CCOc1cc(-c2c(C#N)c(N)n3c(nc4ccccc43)c2C#N)ccc1OC,12,0.1,0,-1.0
COCCCNC(=O)C1CCC(Cn2c(=S)[nH]c3ccccc3c2=O)CC1 (configuration not stated),-12,0.1,-12,0.0
COc1ccc(C)cc1-n1cnc2cc(C(=O)NCc3ccccc3Cl)ccc21,-9,0.0,-5,-0.4
CC1(C)CC(=O)C(=Cc2ccc3c(c2)OCCO3)C(=O)C1,9,0.1,2,1.4
O=C1CCC(CCNCc2ccc(F)cc2)N1Cc1cccc(F)c1 (configuration not stated),-7,-0.2,-6,-0.3
COc1cc(OC)cc(C(=O)Nc2nc(C34CC5CC(CC(c6ccc(C)cc6)(C5)C3)C4)cs2)c1,9,0.7,3,-0.8
CC(=O)Nc1ccc(NC(=O)c2ccnc(Cl)c2)cc1,6,0.0,10,-0.1
O=C1OC(OC(=O)c2ccco2)C(N2CCOCC2)=C1Cl (configuration not stated),12,0.3,9,-1.7
COC(=O)c1ccc(COC(=O)c2ccc(O)cc2)o1,0,0.0,0,-1.8
CC(NC(=O)CN(c1cc(Cl)c(Cl)cc1Cl)S(C)(=O)=O)c1ccccc1 (configuration not stated),-7,-0.2,-2,-1.6
Cc1ccccc1CC(=O)c1ccc(O)c(O)c1O,8,-0.5,9,-0.6
COc1cccc(NC(=O)CCN2CCN(c3ccccc3)CC2)c1,3,-0.8,-13,-0.7
Cc1nn(C)c(C)c1-c1cc(NCc2cccnc2)nc(N)n1,-7,-0.1,6,0.9
O=C(CCc1nnc(CCc2c[nH]c3ccccc23)o1)NCCC1=CCCCC1,-11,0.3,0,-0.2

Other records:
Structure,TEAD-YAP block,FBW7 act,MITF primary,GPR151 activ
O=C(COc1ccccc1C(=O)c1cnn(-c2ccccc2)c1)Nc1ccc2c(c1)OCO2,14,0.1,3,-6.2
O=C(C1CCC1)N1CCc2cc(S(=O)(=O)N3CCN(c4ccccn4)CC3)ccc21,-1,0.2,11,0.6
Nc1cc(C(=O)OCC(=O)NCCCc2ccccc2)ccc1Cl,-6,0.7,6,-1.4
O=c1c2sc3ncc([N+](=O)[O-])cc3c2ncn1-c1ccccc1,12,0.0,5,0.6
CCC(c1nnnn1CS(=O)(=O)c1ccc(C)cc1)N1CCN(C)CC1 (configuration not stated),0,-0.3,2,0.1
COc1ccc2c(=O)c(Oc3ccc(C(C)C)cc3)coc2c1,-8,0.4,3,-0.9
Cc1ccc(S(=O)(=O)N2CC=C(C(=O)NC(C)CCc3ccccc3)CC2)cc1 (configuration not stated),9,0.0,-2,0.2
FC(F)(F)c1nc(NC2CC2)c2nnn(Cc3ccccc3)c2n1,7,-0.1,0,0.4
COc1cccc(C(=O)/C=C/c2ccc(OC)cc2OC)c1,-43,0.1,-1,1.9
O=C(NNS(=O)(=O)c1ccc(F)cc1)c1cccc(Br)c1,1,0.1,13,-0.3
CCN(CC)C(=O)c1cn(CCC#N)nc1-c1ccc(C)c(C)c1,-13,-0.1,-9,0.5
CC1CCCN(c2cc(Nc3ccc4c(c3)OCCO4)c3c4c(onc24)-c2ccccc2C3=O)C1 (configuration not stated),-1,-0.2,-9,0.3
COc1ccc(Nc2cc(C(=O)NCc3ccco3)c3ccccc3n2)cc1OC,10,-0.1,6,0.8
COc1ccc(-c2cc(C#N)nc(Cl)n2)cc1,-8,0.1,18,0.5
O=C(Nc1ccc(-c2ccc(N3CCOCC3)nn2)cc1)c1c(F)cccc1F,-12,0.1,-3,-0.8
O=[N+]([O-])c1ccc(N/N=C2/CCCCC2c2ccccn2)c([N+](=O)[O-])c1 (configuration not stated),10,0.0,15,-0.6
COC(=O)CN1C(=S)N(C)C(=O)/C1=C/c1cc(OC)c(O)c(OC)c1,46*,0.0,27,2.4
CC1=C(C(=O)OC2CCCCC2)C(c2ccc(Cl)cc2Cl)C2=C(CCCC2=O)N1 (configuration not stated),0,-0.1,-6,1.3
CCc1ccc(C(C)NS(=O)(=O)c2ccc3oc4ccccc4c3c2)cc1 (configuration not stated),9,-0.1,5,3.0
CC1(C)c2ssc(=S)c2-c2ccccc2N1C(=O)C(Cc1ccccc1)N1C(=O)c2ccccc2C1=O (configuration not stated),4,0.0,11,1.2

Ordered by SMILES length (falling): part of the list above.
Structure,TEAD-YAP block,FBW7 act,MITF primary,GPR151 activ
Cc1ccc(S(=O)(=O)N2CC=C(C(=O)NC(C)CCc3ccccc3)CC2)cc1 (configuration not stated),9,0.0,-2,0.2
COC(=O)CN1C(=S)N(C)C(=O)/C1=C/c1cc(OC)c(O)c(OC)c1,46*,0.0,27,2.4
O=C(Nc1ccc(-c2ccc(N3CCOCC3)nn2)cc1)c1c(F)cccc1F,-12,0.1,-3,-0.8
COc1ccc(Nc2cc(C(=O)NCc3ccco3)c3ccccc3n2)cc1OC,10,-0.1,6,0.8
CCC(c1nnnn1CS(=O)(=O)c1ccc(C)cc1)N1CCN(C)CC1 (configuration not stated),0,-0.3,2,0.1
Nc1cc(C(=O)OCC(=O)NCCCc2ccccc2)ccc1Cl,-6,0.7,6,-1.4

Next part
Structure,TEAD-YAP block,FBW7 act,MITF primary,GPR151 activ
COc1cc2c(=O)nc3n(c2cc1OC)CC(O)=C3c1nc(-c2ccc(F)cc2)cs1,1,0.1,5,0.6
C/C(=N\NC(=O)c1ccc2c(c1)OCO2)C1CC2CCC1C2 (configuration not stated),-15,0.1,15,-1.9
CCCCCCCCCCCCCCCCCCNC(=O)OCC(COP(=O)(O)OCC[n+]1ccsc1)OC (configuration not stated),3,0.7,20,-2.7
O=C(CC1SC(=Nc2cccnc2)NC1=O)Nc1ccc(OC(F)(F)F)cc1 (configuration not stated),-1,1.0,31,0.5
CCOC(=O)c1sc(N/N=C/c2ccc(N(C)C)cc2)nc1C,-1,0.1,-20,0.9
CS(=O)(=O)N(CC(=O)N1CCN(c2ccccc2)CC1)c1ccc(Br)cc1,7,0.1,-3,-0.9
O=[N+]([O-])c1cccc(C=Nc2cccc(O)c2)c1O,4,-0.2,9,0.3
CCOC(=O)C(=O)NC(Cc1ccccc1)c1ccccc1 (configuration not stated),2,-0.1,13,0.9
Cc1[nH]c2ccccc2c1C(=O)CSc1nnc(-c2cccnc2)o1,-3,0.0,5,0.1
CCOC(=O)c1ccc(N2CCN(c3ccccc3OC)CC2)c(NC(=O)Nc2ccccc2)c1,0,-0.1,23,-0.6
O=C1c2ccccc2C(=O)N1CC1CC1,-8,-0.1,4,2.2
O=C(Cn1nc(C(=O)O)c2ccccc2c1=O)Nc1ccc(I)cc1,9,0.0,1,0.2
CN1CCN(C(=O)c2ccc(-c3nccc(NCCOc4ccccc4)n3)cc2)CC1,-8,0.0,12,2.1
N#C/C(=C\c1cccs1)c1nc2ccccc2c(=O)[nH]1,-3,0.1,1,-1.4
Cc1ccccc1C(=O)Nc1nnc(S(=O)(=O)N2c3ccccc3CC2C)s1 (configuration not stated),5,0.1,-2,3.2
CCOc1ccc(S(=O)(=O)NCCC(=O)OCC(=O)NCC(F)(F)F)cc1,-2,0.1,4,-0.9
CC/C(C)=N\NC(=O)CCC(=O)Nc1cccc(Cl)c1C,-3,-0.1,7,-1.1
